TNAP inh no acc: human TNAP enzyme inhibitors, primary screen, biochemical, luminescent, no phosphate acceptor, uHTS | purified TNAP, CDP-star luminescence, 30 min | inhibition, % at 20 µM | 200,000 compounds, 0.26% hits;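 active means tissue-nonspecific alkaline phosphatase inhibition above about 50% at 20 µM in the single-dose screen, limit read from the data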;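 further: 0% = DMSO negative control and 100% = EDTA positive control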
Target sequence (P05186 whole entry, looked up): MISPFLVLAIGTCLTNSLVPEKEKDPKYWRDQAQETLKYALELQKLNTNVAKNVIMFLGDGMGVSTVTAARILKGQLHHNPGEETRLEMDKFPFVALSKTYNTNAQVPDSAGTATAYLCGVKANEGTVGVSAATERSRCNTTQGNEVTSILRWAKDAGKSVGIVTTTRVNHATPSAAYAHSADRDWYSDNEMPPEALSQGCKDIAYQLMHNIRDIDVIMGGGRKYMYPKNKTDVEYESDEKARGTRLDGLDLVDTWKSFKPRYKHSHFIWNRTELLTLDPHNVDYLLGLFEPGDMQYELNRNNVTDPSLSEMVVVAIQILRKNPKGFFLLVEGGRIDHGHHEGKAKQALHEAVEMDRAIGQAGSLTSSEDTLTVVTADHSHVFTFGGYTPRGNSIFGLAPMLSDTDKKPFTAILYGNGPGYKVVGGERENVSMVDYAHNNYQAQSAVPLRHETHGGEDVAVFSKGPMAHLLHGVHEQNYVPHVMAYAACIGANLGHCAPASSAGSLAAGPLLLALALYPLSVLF
G6PDH CS: L. mesenteroides G6PDH inhibitors, counter-screen for G6PDH-coupled screening assays, biochemical, Leuconostoc mesenteroides enzyme | glucose-6-phosphate dehydrogenase [Leuconostoc mesenteroides] | Purified L. mesenteroides G6PDH, diaphorase/resazurin coupled fluorescence, 45 min | inhibition, % at 5 µM | 200,000 compounds, 0.12% hits; in the data active means inhibition above about 50%
Diaph inh CS: diaphorase inhibitors and chemical oxidizers, primary screen, counter-screen for diaphorase-coupled primary assays, biochemical, uHTS, resorufin fluorescence; diaphorase resazurin-to-resorufin fluorescence, NADH, 16 min; bacterial (C. kluyveri) enzyme, not human; inhibition, % at 20 µM; 190,000 compounds, 0.69% hits;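 active means primary screen inhibition at 20 µM above a set limit, cut at about 50% in these data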;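 further: plate controls were DMSO with full reaction for no effect and wells lacking NADH for full effect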
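material = Clostridium kluyveri diaphorase enzyme | amount = 0.14 U/mL diaphorase, enzyme working solution | schedule = incubation 16 min, room temperature | detection = fluorescence of resorufin formed from resazurin, Ex 544/Em 590 nm | benchmarks = positive control minus NADH, DMSO neutral control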
PMI activator: activators of human PMI, primary screen, biochemical, fluorescence intensity, near-Km mannose 6-phosphate; activation factor at 20 µM; Mannose-6-phosphate isomerase (Homo sapiens), P34949; 190,000 compounds, 0.005% hits; AID 1214, 2008; purified human PMI, coupled resazurin fluorescence, 20 min; active compounds read high; 1 = vehicle control, 0 substrate-free wells;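 active means activation factor of 2 or more at 20 µM, relative to plate controls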
PMI act satM6P: human PMI activators, high substrate, primary screen, biochemical, fluorescence intensity, near-saturating mannose 6-phosphate; AID 1216, 2008; activation factor at 20 µM; Mannose-6-phosphate isomerase (Homo sapiens), P34949; 190,000 compounds, 0.34% hits; coupled PMI enzyme assay, resazurin fluorescence, 20 min; active compounds read high; 1 = untreated enzyme, 0 = substrate-free blank;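 active means activation factor of 2 or more at 20 µM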
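assay system = human phosphomannose isomerase with PGI, G6PDH, diaphorase coupling enzymes | quantity = 15 ng/mL PMI | incubation = enzyme reaction with compound 20 min at room temperature | medium = HEPES pH 7.4 buffer with MgCl2 and Tween-20 | compound dosing = one concentration, 20 µM, in 1% DMSO | measured by = Diaphorase-driven resazurin-to-resorufin fluorescence, excitation 544, emission 590 nm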
TNAP inh hiacc: human TNAP enzyme inhibitors, primary screen, biochemical, luminescent, high phosphate acceptor level, uHTS; inhibition, % at 20 µM; purified TNAP, CDP-star luminescence, 1 M DEA; 200,000 compounds, 0.03% hits;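 active means over 50% inhibition of tissue-nonspecific alkaline phosphatase at 20 µM in the single-dose screen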;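 further: plate controls were DMSO wells for no effect and EDTA-quenched wells as full inhibition for full effect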
FLuc act counter: FLuc activators, initial screening, artefact control for FLuc-dependent activation tests, biochemical, ATPlite luminescence. Luciferin 4-monooxygenase (Photinus pyralis), P08659. ATPlite luciferase biochemical, 10 min; 0 = ATP-free wells, 1 = DMSO control. activation factor at 10 µM. 200,000 tested, under 10 active;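 active means luciferase activation factor, scaled between plate controls, of at least 2 with compound at 10 µM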
Target sequence (P08659 whole entry, looked up): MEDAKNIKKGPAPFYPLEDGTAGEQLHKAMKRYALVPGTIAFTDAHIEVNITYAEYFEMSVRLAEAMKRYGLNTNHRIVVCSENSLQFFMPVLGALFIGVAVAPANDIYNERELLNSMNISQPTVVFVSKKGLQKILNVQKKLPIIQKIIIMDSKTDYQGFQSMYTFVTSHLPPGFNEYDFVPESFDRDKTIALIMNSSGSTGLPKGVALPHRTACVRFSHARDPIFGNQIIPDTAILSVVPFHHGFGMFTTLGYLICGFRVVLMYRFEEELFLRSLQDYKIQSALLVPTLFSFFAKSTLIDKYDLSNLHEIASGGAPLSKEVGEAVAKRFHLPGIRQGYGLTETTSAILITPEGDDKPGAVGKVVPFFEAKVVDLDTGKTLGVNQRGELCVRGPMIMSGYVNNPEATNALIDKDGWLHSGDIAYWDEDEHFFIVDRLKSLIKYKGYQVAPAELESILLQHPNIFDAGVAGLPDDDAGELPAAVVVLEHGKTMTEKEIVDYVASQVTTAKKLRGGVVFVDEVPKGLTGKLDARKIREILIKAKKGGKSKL
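System: cell-free luciferase reagent; medium: PBS as buffer for the ATP substrate; doses: test compounds dosed from 2 mM stocks in 100% DMSO; incubation: 10 min, room temperature; measured by: luminescence from luciferase reaction; read-out: luciferase activation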
Efa HMGR inh: inhibitors of E. faecalis class II HMGR, primary screen, biochemical, Enterococcus faecalis. purified E. faecalis HMGR, NADPH absorbance 340 nm kinetic. HMG-CoA reductase (Enterococcus faecalis, mvaE). 190,000 compounds, 0.41% hits. AID 1066, 2008. inhibition, % at 10 µM;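 active means inhibition above a set limit, the median over all tested compounds plus 3 SD, cut at about 9.5% in these data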;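 further: enzyme runs in reverse so mevalonate oxidation gives rising NADPH absorbance; 0% = complete reaction with DMSO and 100% = background rate lacking mevalonate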
Diaphorase act: compounds boosting diaphorase resazurin reduction – biochemical, uHTS, resorufin fluorescence, counter-screen for diaphorase-coupled primary assays, primary screen; Diaphorase/resazurin coupled assay, 16 min; active compounds read high; 1 = vehicle wells, 0 = NADH-free wells; 190,000 compounds, 0.005% hits; activation factor at 20 µM; AID 1229, 2008;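 active means diaphorase activity raised at least twofold by the compound at 20 µM; inactive means activation factor below 2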
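Assay system: Purified diaphorase enzyme from Clostridium kluyveri | Amount: Enzyme 0.07 U/mL final | Dosing: Compound 20 µM once, DMSO 1% | Timing: 16 min reaction at room temperature | Detection: Fluorescence, excitation 544 nm and emission 590 nm | Evaluation: Higher resorufin formation from activation or reduction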
TNAP act hi DEA: TNAP activators at high phosphate acceptor level, primary screen, biochemical, luminescence, uHTS | Alkaline phosphatase, tissue-nonspecific isozyme (Homo sapiens), P05186 | purified TNAP, CDP-star luminescence, 1 M DEA, 30 min; active compounds read high; 0 = EDTA background, 1 = DMSO-only activity | activation factor at 20 µM | 200,000 tested, under 10 active;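 active means activation factor at least 2 at 20 µM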
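Measured by: Luminescent substrate turnover signal | Test system: Human TNAP | Input: TNAP 1/800 final | Dosing: 20 µM single point | Schedule: 30 min, room temperature | Controls: EDTA wells as negative control, DMSO wells as positive control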
* marks the source's active call; other numbers are inactive results.

SMILES | TNAP inh no acc | G6PDH CS | Diaph inh CS | PMI activator | PMI act satM6P | TNAP inh hiacc | FLuc act counter | Efa HMGR inh | Diaphorase act | TNAP act hi DEA
O=C(CSc1nnc(Nc2ccccc2F)s1)NCc1ccco1 | 5.6 | 5.7 | 16.6 | 1 | 1.2 | -4.2 | 1 | -2.9 | 0.8 | 1
O=C(NCCN1CCCCC1)c1ccc2c(c1)OCCO2 | -9.3 | 2.9 | 11.4 | 1 | 0.9 | -4.5 | 1.1 | 5.2 | 0.9 | 1
Cc1cccc(NC(=O)C(=O)NCC2CCCO2)c1 (stereo not drawn) | -8.4 | 8.0 | 8.2 | 0.9 | 1 | -7.1 | 0.9 | 2.9 | 0.9 | 1.1
O=C(CSc1ncnc2c1cnn2CCO)Nc1cccc(C(F)(F)F)c1 | -5.4 | 1.6 | 3.6 | 1.1 | 1.1 | -0.7 | 1.1 | -1.1 | 1 | 1
CCOC(=O)C1CN(S(=O)(=O)c2ccc(OC)cc2)c2cc(CC(=O)OC)ccc2O1 (stereo not drawn) | -5.7 | 3.0 | 10.6 | 0.9 | 0.9 | -2.9 | 1 | 1.4 | 0.9 | 1
COc1ccc(-n2cc(C(=O)c3ccccc3O)cn2)cc1 | -5.2 | -4.8 | -4.4 | 1 | 1 | 0.4 | 0.3 | 1.4 | 1 | 1
CC(C)CN(Cc1c(O)ccc2ccccc12)CC(C)C | -8.7 | 31.5 | 44.3 | 0.6 | 0.3 | -3.3 | 1.1 | 1.2 | 0.6 | 1
Cc1nnc(N(Cc2ccco2)C(=O)c2ccno2)s1 | -6.9 | 5.5 | 22.3 | 1.1 | 1 | -11.3 | 1.1 | 0.7 | 0.8 | 1.1
Clc1ccc(-c2cn3cccnc3n2)cc1 | -20.7 | -6.1 | 11.5 | 1 | 1 | -12.8 | 0.6 | -0.3 | 0.9 | 1.1
Cc1cc(C)c(C(=O)COc2cccnc2[N+](=O)[O-])cc1C | 10.3 | 14.3 | 20.0 | 0.6 | 0.8 | -7.6 | 1 | -6.2 | 0.8 | 1.1
Cc1ccc(NC(=O)c2noc3c2CCC3)cc1C | 1.0 | 8.4 | 17.4 | 1.1 | 0.9 | 0.1 | 0.5 | 0.5 | 0.8 | 1
CCOC(=O)c1sc(NS(=O)(=O)c2ccc(NC(C)=O)cc2)nc1C | -0.9 | 12.2 | 12.6 | 0.9 | 0.9 | 3.9 | 1 | 1.3 | 0.9 | 1
CC(CN(C)Cc1ccccc1)OC(=O)c1ccc(F)cc1 (stereo not drawn) | 2.7 | 3.0 | 15.0 | 1 | 1.1 | -1.8 | 1.1 | -9.2 | 0.8 | 1
Cc1ccc(/C=N/n2cnc3sc4c(c3c2=O)CCCC4)o1 | -10.0 | 9.3 | 27.5 | 1 | 0.9 | -7.1 | 1 | 0.1 | 0.7 | 1.1
CC(C)c1cc(C(=O)N/N=C/c2ccco2)n[nH]1 | 61.2* | 1.0 | 14.5 | 1 | 0.9 | -2.5 | 0.7 | 1.9 | 0.9 | 1
CN(Cc1cccs1)C(=O)CSc1nnnn1C | -14.5 | 2.5 | 4.8 | 1.1 | 1.1 | -2.9 | 1.1 | 2.4 | 1 | 1
Clc1ccc(CN2CCC(Cc3ccccc3)CC2)cc1 | -6.0 | 4.0 | 4.0 | 0.9 | 1.1 | 1.2 | 1 | -0.5 | 1 | 1
CCN(CC)c1ccc(NC(=O)c2ccccc2)cc1S(=O)(=O)Nc1ccccc1OC | -9.7 | 5.8 | 21.9 | 0.7 | 0.9 | 0.0 | 1 | 1.8 | 0.8 | 1
Cc1c(C(=O)c2ccc(Cl)c(Cl)c2)cnc2cc3c(cc12)OCO3 | 2.4 | 15.5 | 16.4 | 1 | 1 | 0.4 | 1.1 | 3.9 | 0.8 | 1
Cc1c(O)c(=O)c2ccccc2n1C | 11.1 | 30.3 | 42.2 | 0.8 | 1.1 | 2.0 | 1 | -1.9 | 0.6 | 1
CCOC(=O)CN1C(=O)C(=O)c2cc(C)ccc21 | -0.8 | 13.5 | 15.5 | 0.7 | 0.6 | -2.4 | 1.1 | 4.4 | 0.8 | 1
CNS(=O)(=O)c1cc(C(=O)OCC(=O)NC2CCCc3ccccc32)ccc1Cl (stereo not drawn) | -7.2 | 4.9 | 12.1 | 1 | 0.9 | 1.4 | 1 | 1.1 | 0.9 | 1
CCN(CC)C(=O)Cn1cnc2sc(C(=O)N3CCN(c4ccc(F)cc4)CC3)c(C)c2c1=O | -6.7 | 1.9 | 10.9 | 1 | 1 | -2.1 | 1.1 | -6.2 | 0.9 | 1
Cc1ccc(-n2c(COc3ccccc3)n[nH]c2=S)cc1 | -7.5 | 2.4 | 12.4 | 0.9 | 0.9 | 1.2 | 1 | -0.8 | 0.9 | 1
CN(C)C(/C=C/Nc1ccc(Br)cc1)=C(C#N)C#N | -12.6 | 4.5 | 13.2 | 1 | 1 | -9.3 | 1.1 | -3.2 | 0.9 | 1.1
O=C(NC(NCc1ccccc1)C(Cl)(Cl)Cl)c1cccnc1 (stereo not drawn) | -10.8 | 0.0 | 11.6 | 0.9 | 1 | -4.8 | 1 | -2.0 | 0.9 | 1
COc1ccc(Oc2nc(-c3ccccc3)ncc2C(=O)O)cc1 | -2.5 | 8.6 | 5.2 | 1.1 | 1 | -3.9 | 1.1 | -4.8 | 0.9 | 1
CS(=O)(=O)N(CC(=O)Nc1cccc(F)c1)Cc1ccccc1 | -8.3 | -8.2 | 8.3 | 0.9 | 0.9 | 4.2 | 1 | -5.9 | 0.9 | 1
Cc1cc(C)n(Cc2ccccc2Cl)n1 | -8.4 | 2.3 | 21.4 | 0.9 | 0.9 | -3.3 | 1 | -1.2 | 0.8 | 1
COCCn1c(SC(C)C(=O)Nc2ccc3c(c2)OCCO3)nc2ccccc2c1=O (stereo not drawn) | -10.1 | 2.4 | 26.8 | 0.9 | 0.9 | -4.5 | 1 | 1.4 | 0.7 | 1
O=C(Nc1ccc2ccccc2c1)NC1CCS(=O)(=O)C1 (stereo not drawn) | -6.3 | 14.3 | 14.2 | 1 | 1 | -2.4 | 1 | -1.5 | 0.9 | 1
Cc1noc(C)c1S(=O)(=O)N1CCC(C(=O)N2CCN(Cc3ccc4c(c3)OCO4)CC2)CC1 | -4.3 | -4.3 | 4.0 | 0.9 | 1 | 1.2 | 1 | -1.3 | 1 | 1
Cc1ccc(Nc2nnc(SCC(=O)Nc3cccc(S(=O)(=O)N4CCCCC4)c3)s2)cc1 | -15.0 | -55.8 | 15.8 | 0.8 | 0.9 | 0.4 | 0.6 | -6.1 | 0.8 | 1
O=C(Nc1ccccn1)c1cc(-c2cccc(Cl)c2)nc2ccccc12 | -6.5 | 13.7 | -4.9 | 1 | 1 | -4.8 | 1 | -2.9 | 1 | 1
O=C(NCc1ccco1)C1CCN(S(=O)(=O)c2cccc3cccnc23)CC1 | -13.9 | 14.2 | 16.5 | 0.9 | 0.9 | -5.7 | 1.1 | -10.4 | 0.8 | 1.1
CC(C)(C)OC(=O)N1CCOCCOCCNCCOCCOCC1 | -6.5 | 9.6 | 0.8 | 1 | 1 | 0.7 | 1 | -13.2 | 1 | 1
C/C(=N\OCC(=O)Nc1nc2ccccc2s1)c1ccccc1 | -15.2 | -3.9 | 16.1 | 1 | 1 | -1.3 | 1.1 | -4.7 | 0.8 | 1
O=C(COC(=O)c1ccccc1NS(=O)(=O)c1ccc(Cl)cc1)NCc1ccccc1 | -9.3 | 9.7 | 26.1 | 0.9 | 0.9 | -5.5 | 1 | -3.2 | 0.7 | 1.1
CC(Cc1ccccn1)NC(=O)CCc1nnc(C2CCCCC2)o1 (stereo not drawn) | -3.9 | 22.8 | 1.5 | 1 | 1.1 | -7.9 | 1.1 | -2.4 | 1 | 1.1
COc1ccccc1NC(=S)NNC(=O)c1ccncc1 | -81.0 | 17.0 | 9.4 | 1.1 | 1.1 | -5.2 | 1 | 0.6 | 0.9 | 1.1
CCc1ccc(OCCOCC(O)CN2CCN(Cc3ccc(Cl)cc3)CC2)cc1 (stereo not drawn) | 1.7 | 1.5 | 13.0 | 1.1 | 1.2 | 1.7 | 1 | -3.5 | 0.9 | 1
COc1ccc(S(=O)(=O)N(CCC(=O)O)Cc2ccccc2)cc1 | 3.0 | 5.8 | 8.1 | 1 | 0.9 | -3.1 | 1 | -2.1 | 0.9 | 1

Part of the list above in order of formula weight, highest first.
SMILES | TNAP inh no acc | G6PDH CS | Diaph inh CS | PMI activator | PMI act satM6P | TNAP inh hiacc | FLuc act counter | Efa HMGR inh | Diaphorase act | TNAP act hi DEA
CCc1ccc(OCCOCC(O)CN2CCN(Cc3ccc(Cl)cc3)CC2)cc1 (stereo not drawn) | 1.7 | 1.5 | 13.0 | 1.1 | 1.2 | 1.7 | 1 | -3.5 | 0.9 | 1
COc1ccc(S(=O)(=O)N(CCC(=O)O)Cc2ccccc2)cc1 | 3.0 | 5.8 | 8.1 | 1 | 0.9 | -3.1 | 1 | -2.1 | 0.9 | 1
CC(Cc1ccccn1)NC(=O)CCc1nnc(C2CCCCC2)o1 (stereo not drawn) | -3.9 | 22.8 | 1.5 | 1 | 1.1 | -7.9 | 1.1 | -2.4 | 1 | 1.1
COc1ccccc1NC(=S)NNC(=O)c1ccncc1 | -81.0 | 17.0 | 9.4 | 1.1 | 1.1 | -5.2 | 1 | 0.6 | 0.9 | 1.1
